# uPA surface inh: cell surface uPA generation inhibition; cell surface uPA generation assay, qHTS; Potency, µM (doses to about 38.3 µM), without a hit: top-dose activity change, negative = inhibition, actives largely listed as inhibitors; 330,000 tested, 0.31% active; AID 540303; active means well fitted inhibition curve with a large enough effect; inconclusive means small, poorly fitted or top-dose-only effect; inactive means no such curve, though single readings can be large or run the other way; tested in mouse RAW 264.7 cells; further: potency means the concentration at half of the fitted maximal effect; on the % scale 0 is the no-effect control and ±100 the full control effect; nearly all actives have a fitted effect of over 55% in size
# ELG1 repair inh: blocks ELG1-dependent DNA repair in HEK293T cells | 330,000 tested, 2.3% active | AID 504467 | HEK293T ELG1-luciferase reporter, luminescence, 16 h; DNA damage induced by 5-fluorouridine | Potency, µM (titrated, usually from 46.1 µM), without a hit: at the highest dose activity change, negative = inhibition, actives largely listed as inhibitors; further: potency means the concentration at half of the fitted maximal effect; on the % scale 0 is the no-effect control and ±100 the full control effect; nearly all actives have a fitted effect of over 55% in size
#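 Quantitative HTS, concentration-response format. 2,000 cells/well co-treated with 5-fluorouridine and compound, 16 hr in 5% CO2 at 37 °C; ONE-Glo luminescence read after 30 min.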
# Tb PFK block: inhibitors of T. brucei phosphofructokinase. O15648. 330,000 tested, 0.17% active. Potency, µM (top dose mostly 57.5 µM), for inactives: at the highest dose activity, negative = inhibition, most hits filed as inhibitors. T. brucei PFK, ADP-Glo luminescence;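 further: potency means the concentration at half of the fitted maximal effect; 0% = uninhibited 1x PFK enzyme wells and -100% = no-enzyme wells; nearly all actives have a fitted effect of over 60% in size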
#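 In TEA buffer at pH 8.0 with 5 mM MgCl2, enzyme (1.25 nM) converted F6P (0.5 mM) and ATP (0.1 mM) for 45 min at room temperature. ADP product was read by luciferase luminescence.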
# Chronic BCR inh: inhibitors of chronic active B-cell receptor signaling. 340,000 tested, 0.05% active. Potency, µM (doses to about 46.1 µM), for the others: at the highest dose ratio change, negative = lower green/red ratio, most hits filed as inhibitors. ABC-DLBCL IkBa-CBG/CBR reporter, luminescence ratio, 4 h; active means well fitted inhibition curve with a large enough effect in the signal ratio, with a control signal flat, not every such curve was filed as active; inconclusive means small, poorly fitted or top-dose-only effect, or effect the other way, or a change in a side signal; the % refers to the signal ratio;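 further: potency means the concentration at half of the fitted maximal effect; plate controls were basal doxycycline-induced cells for no effect and cells given 10 µM MG132 for full effect; MG132 reads +100%, hits lower the ratio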
#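 TMD8 ABC-DLBCL cells carrying doxycycline-inducible green luciferase fused to IkappaBalpha plus unfused red luciferase were exposed to compounds (up to 46 uM) for 4 hrs at 37C. Activity came from the overlap-corrected green/red luminescence ratio.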
# USP2a block: inhibitors of human ubiquitin-specific protease USP2a; USP2 core, Ub-CHOP2 coupled fluorogenic reporter, 485/531; O75604; AID 463254; Potency, µM (series often up to 38.3 µM), without a hit: at the top dose activity change, negative = inhibition, actives largely listed as inhibitors; 330,000 tested, 0.01% active;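 further: potency means the concentration at half of the fitted maximal effect; plate controls were DMSO wells for no effect and full inhibition by NEM control for full effect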
#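 Deubiquitinase activity read as fluorescence (485/531 nm) after Ub-CHOP2 cleavage activates the enterokinase reporter on its substrate; USP2 core 10nM, Ub-CHOP2 and substrate 25nM each, 30min compound preincubation then 60min RT; data normalized to NEM, curves fitted.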
# TSG101-PTAP inh: blocks PTAP/TSG101 interaction to inhibit HIV-1 budding; Q99816; Fluorescence polarization, FITC-PTAP peptide / Tsg101 binding; Potency, µM (doses to about 115 µM), for inactives: top-dose activity change, negative = inhibition, most hits filed as inhibitors; 340,000 tested, under 10 active; active means well fitted inhibition curve with a large enough effect in the main read-out, with a control signal flat, not every such curve was filed as active; inconclusive means small, poorly fitted or top-dose-only effect, or effect the other way, or a change in a side signal; inactive means no such curve, though single readings can be large or run the other way; further: potency means the concentration at half of the fitted maximal effect; % of control where 0% means no effect
# Target sequence (Q99816 whole entry, looked up): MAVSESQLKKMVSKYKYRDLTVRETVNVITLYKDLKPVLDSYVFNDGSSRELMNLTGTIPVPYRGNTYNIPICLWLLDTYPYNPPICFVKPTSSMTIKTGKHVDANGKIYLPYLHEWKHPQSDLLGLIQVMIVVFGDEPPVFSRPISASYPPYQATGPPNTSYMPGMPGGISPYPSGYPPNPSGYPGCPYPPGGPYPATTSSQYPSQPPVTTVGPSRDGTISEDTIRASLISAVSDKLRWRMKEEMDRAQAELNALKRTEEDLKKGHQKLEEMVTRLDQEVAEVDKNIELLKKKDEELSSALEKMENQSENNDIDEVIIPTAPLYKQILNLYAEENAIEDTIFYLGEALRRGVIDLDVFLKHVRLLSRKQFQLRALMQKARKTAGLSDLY
#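 Compounds were pin-transferred onto Tsg101 binding domain (10 uM final) in HEPES pH 7.5 buffer, then FITC-PTAP peptide was added at 50 nM final. After 20 min at RT, polarization reported peptide displacement across a qHTS concentration series.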
# B2AR arrestin: recruits beta-arrestin to the human beta2-adrenergic receptor; P07550; beta-arrestin recruitment to beta2AR, cell-based reporter; Potency, µM (series often up to 46.1 µM), without a hit: top-dose activation, usual class: activators; 330,000 tested, 0.02% active; AID 492947;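 further: potency means the concentration at half of the fitted maximal effect; 0% = DMSO controls and full agonism = EC100 isoproterenol or metaproterenol; nearly all actives have a fitted effect of over 65% in size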
# TSHR antagonist: antagonists of human thyroid stimulating hormone receptor. TSHR-expressing cells, TSH-stimulated cAMP HTRF, 2 h; hits give low values. activity change, negative = inhibition, % at 11.5 µM. 330,000 tested, 0.2% active. AID 504810;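 active means activity change below a set negative limit, meaning inhibition stronger than a set level, cut at about -70% in these data; inconclusive means activity change between two set negative limits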; further: on the % scale 0 is the no-effect control and ±100 the full control effect
# Target sequence (P16473 whole entry, looked up): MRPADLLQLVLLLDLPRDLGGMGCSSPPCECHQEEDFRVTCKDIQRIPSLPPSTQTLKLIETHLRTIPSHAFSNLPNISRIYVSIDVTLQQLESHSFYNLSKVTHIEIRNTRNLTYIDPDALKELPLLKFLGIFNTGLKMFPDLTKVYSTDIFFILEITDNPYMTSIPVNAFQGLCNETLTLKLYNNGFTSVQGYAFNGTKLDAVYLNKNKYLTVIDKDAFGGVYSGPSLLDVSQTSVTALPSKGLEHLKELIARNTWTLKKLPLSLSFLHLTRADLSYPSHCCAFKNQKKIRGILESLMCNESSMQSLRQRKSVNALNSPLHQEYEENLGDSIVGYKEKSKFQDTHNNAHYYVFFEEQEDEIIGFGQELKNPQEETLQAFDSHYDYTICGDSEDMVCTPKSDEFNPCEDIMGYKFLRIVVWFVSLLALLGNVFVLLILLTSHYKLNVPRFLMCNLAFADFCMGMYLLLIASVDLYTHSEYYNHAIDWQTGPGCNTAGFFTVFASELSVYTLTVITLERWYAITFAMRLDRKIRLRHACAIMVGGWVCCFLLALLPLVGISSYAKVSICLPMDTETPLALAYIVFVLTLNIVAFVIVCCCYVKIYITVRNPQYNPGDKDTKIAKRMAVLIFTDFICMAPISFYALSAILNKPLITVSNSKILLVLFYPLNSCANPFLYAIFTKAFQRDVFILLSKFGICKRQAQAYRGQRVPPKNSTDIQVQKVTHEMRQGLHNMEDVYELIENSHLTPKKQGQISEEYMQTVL
#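 Competitive HTRF cAMP read-out (cryptate anti-cAMP antibody, cAMP-d2; 30 min, room temperature) in freshly harvested TSHR cells. Compounds added before TSH at EC80 (4nM final), followed by 2 hours' incubation at 37 deg C.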
# Eya2 phos inh: inhibitors of human Eya2 phosphatase activity; AID 488837; O00167; 330,000 tested, 0.006% active; recombinant Eya2, OMFP fluorescence dephosphorylation (OMFP is methylfluorescein phosphate); Potency, µM (highest dose often 76.9 µM), without a hit: at the highest dose activity, negative = inhibition, hits mostly inhibitors; further: potency means the concentration at half of the fitted maximal effect; on the % scale 0 is the no-effect control and ±100 the full control effect
#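 Eya2 (0.2 uM) preincubated 10 min at ambient with compound, then OMFP substrate added at 50 uM; 10 min reaction in 50 mM HEPES pH 7.5, 50 mM NaCl, 5 uM MgCl2, 0.05% BSA, 1 mM DTT. Fluorescence read at Ex 485/Em 525 nm.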
# TCR act: T cell receptor activation; primary human leukocytes, anti-CD3, IL-2 HTRF, 48 h; Potency, µM (series often up to 9.22 µM), for the others: top-dose activation of IL-2 secretion, usual class: activators; 330,000 tested, under 10 active; further: % of control where 0% means no effect
#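 TCR engagement came from a-CD3 beads alone, with compounds added to primary human leukocytes for 48 hr. Secreted IL-2 bridged europium cryptate- and d2-labelled anti-IL-2 antibodies, giving FRET emission at 665nm after 320nm excitation.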
# Mito fusion act: inhibitors of mitochondrial division or activators of mitochondrial fusion; S. cerevisiae fusion-defective mutant growth rescue, CellTiterGlo 48 h; Potency, µM (doses to about 46.1 µM), inactives show at the top dose growth rescue (activation), usual class: activators; 320,000 tested, 0.23% active; AID 485298;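 further: potency means the concentration at half of the fitted maximal effect; % of control where 0% means no effect; nearly all actives have a fitted effect of over 45% in size; temperature-sensitive fusion mutants such as fzo1-1 at 37 °C on non-fermentable ethanol glycerol medium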
#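 Temperature-sensitive fusion-defective S. cerevisiae (e.g. fzo1-1, mgm1-5) were grown with compound in YPEG medium (3% ethanol, 3% glycerol) for 48 hours at 37C. Growth rescue was measured as viability by CellTiterGlo luminescence after 10 minutes at ambient.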
# * marks the source's active call; other numbers are inactive results; ? = inconclusive; · = no result given; [ ] = dose if it differs, or a comment. Unless noted, the call rests on the fitted dose curve; in most records, active means well fitted curve in the direction sought with a large enough effect; inconclusive means small, poorly fitted or top-dose-only effect, or another doubt; inactive means no such curve, though single readings can be large; an effect the other way counts as inactive or inconclusive.
SMILES,uPA surface inh,ELG1 repair inh,Tb PFK block,Chronic BCR inh,USP2a block,TSG101-PTAP inh,B2AR arrestin,TSHR antagonist,Eya2 phos inh,TCR act,Mito fusion act
O=C(Cc1ccccc1)NNC(=O)Nc1cccc(Cl)c1,5%,-19%,-3%,0%,-1%,-1%,-0.5%,9,-13%,-2%,1%
O=S(=O)(Nc1ccc(Oc2ncccn2)c(Cl)c1)c1ccc(F)cc1,1%,-15%,2%,6%,2%,-1%,-0.2%,14,14%,0%,1%
Cc1ccc(COc2ccc(-c3nnco3)cc2)cc1,4%,?,-2%,3%,0%,-2%,-0.6%,15,?,-3%,27%
N/C(Cn1cncn1)=N\OC(=O)c1ccc(Cl)cc1Cl,-6%,5%,4%,?,4%,-2%,-0.9%,29,-4%,0%,-1%
Cc1ccccc1C[C@H](C(=O)O)N1C(=O)c2ccc(C(=O)O)cc2C1=O,·,·,?,2%,0%,·,-0.3%,-9,8%,·,-1%
Cc1ccc(S(=O)(=O)N2C[C@@H]3[C@H]4CC[C@H](C4)[C@@H]3[C@@H](C)[C@@H]2C2CCCCC2=O)cc1 (stereo partly specified),1%,-1%,3%,5%,-1%,-4%,-0.2%,3,0%,1%[46.1 µM],·
O=C(CCc1ccccc1)c1c(O)cc(O)cc1O,7%,0%,1%,9%,-3%,-1%,0.7%,-10,-5%,0%,2%
COc1ncc(C2=CC(=O)CC(C)(C)C2)cn1,-6%,27%,1%,0%,0%,0%,-0.1%,-21,-5%,-2%,-17%
CN(C)Cc1c(O)ccc2ccccc12,0%,7%,-5%,2%,1%,-5%,0.9%,-5,2%,-112%,13%
O=C(N/N=C/c1ccccn1)c1cccnc1,-17%,8%,2%,-8%,0%,-1%,-0.2%,-3,-28%,-2%,-3%
O=C(Nc1ccc(NC(=O)C2CC2)nc1)c1ccccc1F,0%,?,3%,11%,1%,1%,-0.5%,-7,-6%,13%,1%
CCCS(=O)(=O)n1nc(-c2ccc(OC)cc2OC)cc1N,8%,?,5%,-7%,2%,-2%,-1.0%,-6,-7%,-9%[46.1 µM],0%
CCn1cc(C(=O)N2CCN(c3ccccc3)CC2)c(=O)c2cc(S(=O)(=O)N3CCOCC3)ccc21,-6%,5%,-1%,7%,-1%,-10%,0.1%,25,-1%,5%,-2%
COc1ccc(C(=O)N2CCN(C3CCCCC3)CC2)c(OC)c1,-10%,6%,0%,1%,2%,·,-0.3%,6,4%,·,-5%
Cc1nnc(C)n1/N=C/c1cccc([N+](=O)[O-])c1,0%,2%,-3%,-1%,7%,-5%,-0.1%,-9,13%,1%,4%
O=C(COc1ccc(-n2cnnn2)cc1)Nc1ccc(F)c(F)c1,-19%,-1%,-5%,4%,2%,-1%,9.3%,-25,-5%,-1%,·
Cc1ccc(-n2c(Cn3c(C)nc4ccccc43)n[nH]c2=S)cc1,2%,5%,-19%,10%,-1%,-7%,-2.3%,-6,7%,-1%[46.1 µM],-2%
COc1ccc(NC(=O)c2csc3c2CCCC3)cc1,·,?,-6%,-19%,4%,-2%,0.4%,-12,-12%,-3%,16%
COc1ccc(Cl)cc1NC(=O)c1cnc2n(c1=O)CCS2,15%,15%,-3%,8%,1%,-3%,-1.0%,-7,4%,-4%,7%
CCC(=O)N1CCN(c2ccc(NC(=O)c3ccco3)cc2)CC1,1%,?,-8%,-2%,0%,-1%,-0.3%,3,-8%,4%,2%
CCOc1ccc(C2/C(=C(\O)c3ccc4c(c3)OCCO4)C(=O)C(=O)N2Cc2cccnc2)cc1OCC (stereo unspecified),1%,?,-2%,1%,2%,-3%,0.0%,-4,0%,14%,-5%
CN(Cc1ccccc1F)c1nc(-c2cccnc2)nc2ccccc12,4%,?,3%,?,-2%,1%,0.4%,11,2%,2%,26%
COc1ccc(NS(=O)(=O)c2ccc3c(c2)CCC(=O)N3)c(OC)c1,·,-12%,0%,2%,-1%,-4%,0.2%,0,-13%,3%,-3%
CCNC(=S)N(CCc1c(C)[nH]c2ccc(F)cc12)Cc1cccnc1,13%,-26%,3%,0%,2%,0%,0.4%,-34,-1%,1%,3%
CCc1nccn1S(=O)(=O)c1ccc2ccc(C)cc2c1,7%,0%,-1%,3%,0%,0%,-0.2%,3,5%,0%,-3%
O=C(Cc1ccccc1)N1CCc2[nH]nc(-c3ccccc3)c2C1,-5%,9%,4%,?,7%,-3%,-0.6%,-4,-5%,1%,8%
C/C(N)=C(/C#N)C(=O)COC(=O)CCS(=O)(=O)c1ccccc1,0%,0%,0%,?,2%,0%,0.3%,5,10%,3%,-3%
C[C@@]12C(=O)N(Cc3ccc(-c4ccccc4)cc3)CC(=O)N1[C@H](/C=C/c1ccccc1)[C@@H]1C(=O)N(c3ccccc3)C(=O)[C@@H]12,-16%,-6%,3%,1%,-2%,-3%,0.5%,0,6%,1%,1%
CC(C)COc1ccc(C(=O)OCCN2CCOCC2)cc1,9%,28%,-8%,4%,0%,-3%,0.4%,0,5%,1%,6%
CCc1ccc(S(=O)(=O)Nc2c(NC3CCCCC3)c3ccccc3oc2=O)cc1,0%,0%,-6%,2%,4%,-7%,-0.2%,42,-11%,-1%,-3%
Cc1cc(Cl)ccc1OCCCC(=O)N1CCCCC1,-3%,?,-4%,-8%,-4%,-6%,-0.2%,-1,-2%,-5%,10%
CCCC(=O)Nc1nnc(S(=O)(=O)N(CC)c2ccccc2)s1,-5%,0%,8%,3%,1%,0%,0.1%,0,5%,3%,8%
O=C(CCC(=O)OCCCC(F)(F)C(F)(F)F)NC1CCCCC1,·,3%,0%,-10%,5%,-4%,-0.2%,-7,-31%,-5%,0%
COc1ccc(-c2nc3nc(N)nn3cc2C)cc1F,-3%,-9%,-4%,3%,14%,-1%,-0.4%,8,-1%,·,1%
Cc1ccc(-n2c(C)cc(C(=O)CN3C(=O)C(=O)N(C4CCCC4)C3=O)c2C)cc1,7%,-3%,1%,-1%,1%,-5%,0.2%,-3,-2%,-2%,4%
Cc1cccn2c(=O)c3cc(C(=O)NCc4ccco4)c(=N)n(CCOCCO)c3nc12,-1%,?,0%,-1%,-1%,-9%,-0.2%,19,-9%,-41%,6%
O=C(O)/C=C/C(=O)c1c(-c2ccccc2)[nH]c2ccccc12,-9%,?,-3%,?,3%,-6%,0.1%,-15,5%,9%,-1%
CCn1c(NC(C)=O)nc2ccccc21,1%,-2%,8%,0%,1%,-2%,-1.4%,0,1%,-1%[46.1 µM],-4%
Cc1ccc(C)c(N2CCN(C(=O)CCc3nc(-c4ccccc4F)no3)CC2)c1,8%,?,0%,-5%,-1%,1%,-0.4%,6,-2%,2%[46.1 µM],·
CCC(=O)Nc1ccc(C(=O)N/N=C/c2cccnc2)cc1,·,13%,8%,-1%,3%,-8%,0.0%,-4,2%,3%,1%
Cc1ccc(S(=O)(=O)NC(C)C(c2cccs2)N2CCOCC2)cc1 (stereo unspecified),10%,0%,-4%,0%,0%,-5%,-0.6%,3,-7%,1%,1%
Nc1ccc(Cl)c(S(=O)(=O)Nc2ccccc2Cl)c1,8%,-14%,1%,-16%,1%,-1%,0.0%,-6,-7%,3%,15%
CCOc1ccc(CCNC(=O)CN2CCN(Cc3ccccc3F)C2=O)cc1OCC,-1%,-12%,3%,5%,2%,0%,0.0%,3,-13%,-30%,0%
Cc1nc(COc2ccc(C(=O)NCc3ccccc3CN3CCCCC3)cc2)cs1,?,?,0%,-3%,0%,0%,-0.5%,37,-2%,-10%,2%
Cc1cccc(C(=O)N[C@H](C(=O)Nc2nc3ccccc3[nH]2)C(C)C)c1,2.8µM*,?,-1%,?,1%,-3%,-0.1%,7,-3%,-3%,2%
CCOC(=O)c1cc(CC)sc1NC(=O)C1CC(=O)NN1Cc1ccccc1 (stereo unspecified),13%,7%,9%,?,2%,-3%,-0.9%,-5,-11%,-9%[46.1 µM],-1%
O=S(=O)(CCN1CCOCC1)c1ccc(Oc2ccc(S(=O)(=O)CCN3CCOCC3)cc2)cc1,-8%,?,-9%,0%,0%,0%,-0.1%,0,6%,1%,-1%
COc1ccc(CNC(=O)C2CCN(c3nc(OC)nc(OC)n3)CC2)cc1,6%,-8%,0%,-2%,1%,-6%,2.9%,7,4%,-3%,-1%
